From PubChem BioAssay
KCNH2 3.1 inh: blocks the human KCNH2 3.1 channel isoform; U2OS KCNH2 3.1, thallium flux FluxOr; hits give low values; activity change, % (tested at about 1.8 µM); hit rate 0.95% among 340,000; AID 720553;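 active = maximum activity change below -70%; inconclusive = maximum activity change from -70% to -50%; inactive = maximum activity change above -50%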;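 also: thallium influx rate constant from kinetic fluorescence after stimulation buffer; % is scaled to controls: 0 for no effect and ±100 for the full control effect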
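Virally transduced U2OS (3.1 isoform, 4 h infection in dark at RT) → overnight 37 C → FluxOr + Red40 in HBSS/HEPES, 45 min → stimulation buffer, 2 min kinetic read → rate constant vs DMSO controls.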
ASM inhibitor: blocks human secretory acid sphingomyelinase. placental ASM, HMU-PC fluorogenic substrate, 60 min. Potency, µM (highest dose often 57.5 µM), for inactives: top-dose activity change, negative = inhibition, usual class: inhibitors. P17405. hit rate 0.006% among 340,000; also: potency is read from the fitted curve at half-maximal effect
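Human placenta-derived ASM preincubated with compound 10 min at room temperature, then reacted with 9 uM (final) fluorogenic HMU-PC substrate for 60 min at 37 C. Stop solution raises pH to 10; fluorescence read at Ex 386/Em 447 nm.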
a7 integrin act: activates integrin-mediated alleviation for muscular dystrophy; alpha7betagal myoblasts, beta-gal FDG fluorescence, 48 h; Potency, µM (highest dose often 38.3 µM), without a hit: at the highest dose activation, most hits filed as activators; hit rate 0.064% among 350,000; AID 624291;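 also: potency is read from the fitted curve at half-maximal effect; 100% = response of the positive control SU9516; nearly all actives have a fitted effect of over 60% in size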
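alpha7betagal+/- myoblasts (passage 13, 250/well) treated 48 h at 37C with compounds at 1:260 dilution of DMSO stock. Lysed, then beta-galactosidase activity read as FDG fluorescence (ex 480/em 540) after 30 min, with pre-read for autofluorescence.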
GALK inh: inhibitors of human galactokinase; P51570; Purified GALK, Kinase-Glo residual ATP luminescence; Potency, µM (doses to about 57.5 µM), inactives show at the highest dose activity change, negative = inhibition, usual class: inhibitors; hit rate 0.007% among 270,000; AID 1868; also: potency is read from the fitted curve at half-maximal effect; % is scaled to controls: 0 for no effect and ±100 for the full control effect
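5 nM enzyme, 35 uM ATP, 100 uM galactose, 20 mM HEPES pH8.0, 5 mM MgCl2; 1 h RT; residual ATP by Kinase-Glo Plus luminescence, qHTS format.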
MBNL1-CUG inh: MBNL1-poly(CUG) RNA binding inhibition; Potency, µM (doses to about 57.5 µM), for inactives: at the top dose activity change, negative = inhibition, actives largely listed as inhibitors; TR-FRET MBNL1-His/biotin-(CUG)12 binding, 665/545 ratio; hit rate 0.036% among 280,000; AID 2675; Q9NR56; active = well fitted inhibition curve with a large enough effect in the signal ratio, with a control signal flat, not every such curve was filed as active; inconclusive = small, poorly fitted or top-dose-only effect, or effect the other way, or a change in a side signal; inactive = no such curve, though single readings can be large or run the other way; the % refers to the signal ratio; also: potency is read from the fitted curve at half-maximal effect; % is scaled to controls: 0 for no effect and ±100 for the full control effect
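Ratiometric TR-FRET (665 over 545 nm, excitation 340 nm) tracks disruption of MBNL1-His/biotin-(CUG)12 complex after 60 min at room temperature, with compounds at 92 nM to 58 uM final.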
FBPA coupling cs: coupling enzyme interference in Giardia aldolase counter-screen; coupling enzyme system counterscreen, AmpLite Red fluorescence; activity change, negative = inhibition, % at 58.2 µM, hits read low; hit rate 0.67% among 290,000; AID 2472; in the data active = activity change below about -30%; also: % is scaled to controls: 0 for no effect and ±100 for the full control effect
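Counterscreen of the coupled detection system alone, without aldolase: glyceraldehyde-3-phosphate coupling enzymes plus AmpLite Red readout. Compounds at 57.5 uM final, 10 min RT preincubation, 20 min RT reaction, fluorescence 525/598 nm.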
CXXC DNA block: blocks binding of human MLL CXXC domain to DNA | Q03164 | MLL-CXXC / FITC-HOXA9 DNA fluorescence polarization | Potency, µM (series often up to 115 µM), without a hit: at the top dose activity change, negative = inhibition, hits mostly inhibitors | hit rate 0.037% among 290,000; active = well fitted inhibition curve with a large enough effect in the polarisation, with a control signal flat, not every such curve was filed as active; inconclusive = small, poorly fitted or top-dose-only effect, or effect the other way, or a change in a side signal; inactive = no such curve, though single readings can be large or run the other way; the % refers to the polarisation; also: potency is read from the fitted curve at half-maximal effect
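Purified MLL-CXXC (added from a 7 uM solution) was preincubated 5 min at ambient with pinned compounds in 50 mM Tris-HCl pH 7.5, 50 mM NaCl, 1 mM DTT, 0.05% BSA. Fluorescein-labeled HOX-A9 DNA (50 nM solution) followed, 30 min, then polarization read.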
TRPV1 agonist: agonists of human vanilloid receptor 1 (TRPV1). activation, % at 8.33 µM. Q8NER1. TRPV1-expressing cells, Fluo-8 calcium influx, agonist mode. hit rate 0.19% among 320,000. AID 540275; in the data active = activation above about 80%; inconclusive = between about 30% and that limit; also: 0% is about no effect
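TRPV1-expressing cells were cultured overnight at 35.5C and loaded with Fluo-8 calcium dye for 40 to 90 min at room temperature. After a 10 s baseline, compound was added and calcium influx was read kinetically for 3 min (ex 480/em 520 nm).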
hERG WT inh: blocks the wildtype human KCNH2 potassium channel; Q12809; U2OS, BacMam KCNH2, thallium flux FluxOr; hits give low values; activity change, % at 1.84 µM; hit rate 0.37% among 340,000; AID 720551;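 active = maximum activity change below -70%; inconclusive = maximum activity change between -70% and -50%; inactive = maximum activity change above -50%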; also: % is scaled to controls: 0 for no effect and ±100 for the full control effect
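U2OS cells transduced with wild-type KCNH2 virus are loaded with FluxOr dye for 45 min, and thallium flux is measured in kinetic reads before and after stimulation buffer. Rate constants are normalized to DMSO controls.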
AT treatment: potential ataxia-telangiectasia treatment | hit rate 0.19% among 320,000 | Potency, µM (doses to about 57.5 µM), for inactives: at the highest dose activation, hits mostly activators | […] A-T fibroblasts, KAP-1 phosphorylation AlphaLISA; neocarzinostatin DNA damage 30 min before lysis; also: potency is read from the fitted curve at half-maximal effect; % of control where 0% means no effect; nearly all actives have a fitted effect of over 45% in size
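hTERT-immortalized A-T patient fibroblasts ([…]), 500 cells/well in OPTI-MEM, 1% FBS, got compounds for 60 min, then NCS for 30 min at 37C. Lysates were then assayed for phospho-KAP-1 by AlphaLISA (anti-pKAP1 donor, anti-KAP1 acceptor beads), 6 hr at 25C.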
Numbers without * were called inactive; [ ] = dose if it differs, or a comment. Unless noted, calls follow the shape of the dose curve; as a rule, active = well fitted curve in the direction sought with a large enough effect; inconclusive = small, poorly fitted or top-dose-only effect, or another doubt; inactive = no such curve, though single readings can be large; an effect the other way counts as inactive or inconclusive.

`CN(Cc1nc(CC2CC2)no1)CC12CC3CC(CC(C3)C1)C2` gave KCNH2 3.1 inh 19, ASM inhibitor -3%, a7 integrin act 3%, GALK inh 0%, MBNL1-CUG inh -10%, FBPA coupling cs -1, CXXC DNA block -2%, TRPV1 agonist 2, hERG WT inh -6 and AT treatment 8%.
Screening S=c1[nH]c(-c2ccccc2)cn1-c1ccccc1 returned KCNH2 3.1 inh -11, ASM inhibitor -2%, a7 integrin act -20%, GALK inh 7%, MBNL1-CUG inh 1%, FBPA coupling cs 3, CXXC DNA block -1%, TRPV1 agonist 1 and hERG WT inh -10.
For Cn1c(=O)[nH]c(=O)c2c1nc(SCC(=O)O)n2CCOc1ccccc1 the results were KCNH2 3.1 inh -11, ASM inhibitor -2%, a7 integrin act 15%, GALK inh -3%, MBNL1-CUG inh 3%, FBPA coupling cs 0, CXXC DNA block -8%, TRPV1 agonist 2, hERG WT inh -7 and AT treatment 5%.
Screening Cc1ccc(C#N)c(SCc2ccccc2F)n1 returned KCNH2 3.1 inh 11, ASM inhibitor -2%, a7 integrin act 1%, GALK inh 5%, MBNL1-CUG inh 3%, FBPA coupling cs 5, CXXC DNA block -12%, TRPV1 agonist 21, hERG WT inh 9 and AT treatment 11%.
COc1ccc(N2CCN(C(=O)CN(CCc3ccccc3)S(C)(=O)=O)CC2)cc1 was read as KCNH2 3.1 inh 0, ASM inhibitor 4%, a7 integrin act -28%, GALK inh 0%, MBNL1-CUG inh -4%, FBPA coupling cs 3, CXXC DNA block -5%, TRPV1 agonist 0, hERG WT inh -7 and AT treatment 3%.
Screening CCN(CC)S(=O)(=O)c1ccc(N2CCc3ccccc3C2)nc1 returned KCNH2 3.1 inh 13, ASM inhibitor 2%, a7 integrin act 0%, GALK inh 5%, MBNL1-CUG inh 20%, FBPA coupling cs 3, CXXC DNA block 9%, TRPV1 agonist -4, hERG WT inh 10 and AT treatment 6%.
For O=C(CCc1ccccc1)N=C1SC2CS(=O)(=O)CC2N1c1ccc(F)cc1 (stereo not given) the results were KCNH2 3.1 inh -30, ASM inhibitor -1%, a7 integrin act -8%, GALK inh -2%, MBNL1-CUG inh 0%, FBPA coupling cs 3, CXXC DNA block 15%, TRPV1 agonist -3, hERG WT inh 8 and AT treatment 0%.
`CN(C)c1ccc(/C=N/OC(=O)Nc2ccccc2Cl)cc1` gave KCNH2 3.1 inh 8, ASM inhibitor -1%, a7 integrin act 20%, GALK inh 2%, MBNL1-CUG inh -6%, FBPA coupling cs 2, CXXC DNA block 9%, TRPV1 agonist -6, hERG WT inh 11 and AT treatment -1%.
`CC(=O)Nc1ccc(S(=O)(=O)NC2CC(=O)N(c3ccc4c(c3)OCCO4)C2)cc1` (stereo not given) gave KCNH2 3.1 inh 1, ASM inhibitor 8%, a7 integrin act 10%, TRPV1 agonist 2, hERG WT inh -5 and AT treatment 0%.
Cc1c(CN(C)C(=O)c2ccc(Br)o2)cnn1C was read as KCNH2 3.1 inh -22, ASM inhibitor 2%, a7 integrin act 8%, GALK inh 0%, MBNL1-CUG inh inconclusive, FBPA coupling cs 0, CXXC DNA block 4%, TRPV1 agonist 0 and hERG WT inh -4.
COc1ccc2c(CC(=O)Nc3ccc(OC)c(NS(=O)(=O)c4ccc(F)cc4)c3)coc2c1 was read as KCNH2 3.1 inh -5, ASM inhibitor 3%, a7 integrin act -10%, GALK inh 1%, MBNL1-CUG inh 8%, FBPA coupling cs -3, CXXC DNA block 16%, TRPV1 agonist -3, hERG WT inh -3 and AT treatment 16%.
Screening Cc1nc2ccc(Br)cc2c(-c2ccccc2)c1C(=O)O returned KCNH2 3.1 inh -17, ASM inhibitor 2%, a7 integrin act -18%, GALK inh 3%, MBNL1-CUG inh inconclusive, FBPA coupling cs -2, CXXC DNA block -2%, TRPV1 agonist 0, hERG WT inh 2 and AT treatment -5%.
For COc1ccc(NC(=O)COC(=O)Cc2c(F)cccc2Cl)cc1OC the results were KCNH2 3.1 inh 1, ASM inhibitor -3%, a7 integrin act -49%[inhibitor], GALK inh 7%, MBNL1-CUG inh -14%, FBPA coupling cs 1, CXXC DNA block 15%, TRPV1 agonist 5, hERG WT inh -7 and AT treatment 0%.
For CN(C(=O)c1ccc(Br)cc1)C1CCS(=O)(=O)C1 (stereo not given) the results were KCNH2 3.1 inh -15, ASM inhibitor 1%, a7 integrin act 2%, TRPV1 agonist -6 and hERG WT inh -6.
`Cc1c(Cl)cccc1NC(=O)CNC(=O)c1ccccc1F` gave KCNH2 3.1 inh 9, ASM inhibitor 1%, a7 integrin act 9%, GALK inh 3%, MBNL1-CUG inh -4%, FBPA coupling cs 0, CXXC DNA block -1%, TRPV1 agonist 6, hERG WT inh 3 and AT treatment -3%.

Entries shown so far with a furan ring, fused or not:
Cc1c(CN(C)C(=O)c2ccc(Br)o2)cnn1C was read as KCNH2 3.1 inh -22, ASM inhibitor 2%, a7 integrin act 8%, GALK inh 0%, MBNL1-CUG inh inconclusive, FBPA coupling cs 0, CXXC DNA block 4%, TRPV1 agonist 0 and hERG WT inh -4.
COc1ccc2c(CC(=O)Nc3ccc(OC)c(NS(=O)(=O)c4ccc(F)cc4)c3)coc2c1 was read as KCNH2 3.1 inh -5, ASM inhibitor 3%, a7 integrin act -10%, GALK inh 1%, MBNL1-CUG inh 8%, FBPA coupling cs -3, CXXC DNA block 16%, TRPV1 agonist -3, hERG WT inh -3 and AT treatment 16%.

The list goes on:
For COc1ccc(OC)c(S(=O)(=O)N2CCCC(C(=O)N3CCCC3)C2)c1 (stereo not given) the results were KCNH2 3.1 inh 15, a7 integrin act 12%, GALK inh 1%, MBNL1-CUG inh -10%, CXXC DNA block -6%, TRPV1 agonist -4, hERG WT inh -4 and AT treatment 14%.
CCN(CC(=O)Nc1ccc(NC(C)=O)cc1)S(=O)(=O)/C=C/c1ccccc1 was read as KCNH2 3.1 inh 6, ASM inhibitor -1%, a7 integrin act -8%, hERG WT inh 1 and AT treatment -2%.
N/C(=N\N=C/c1ccc(F)cc1)N/N=C\c1ccc(F)cc1 was read as KCNH2 3.1 inh -73*, ASM inhibitor -5%, a7 integrin act -45%[inhibitor], GALK inh -4%, MBNL1-CUG inh -6%, FBPA coupling cs -1, CXXC DNA block inconclusive, TRPV1 agonist -4, hERG WT inh 7 and AT treatment -2%.
`Cc1nc(N2CCN(Cc3nc4ccccc4[nH]3)CC2)c2oc3ccccc3c2n1` gave KCNH2 3.1 inh -2, ASM inhibitor -2%, a7 integrin act -1%, GALK inh 3%, MBNL1-CUG inh -16%, FBPA coupling cs 3, CXXC DNA block 24%, TRPV1 agonist inconclusive, hERG WT inh -1 and AT treatment 0%.
Screening COc1ccc(S(N)(=O)=O)cc1C(=O)OCC1CCCCC1 returned KCNH2 3.1 inh 8, ASM inhibitor -5%, a7 integrin act 9%, GALK inh -2%, MBNL1-CUG inh -1%, FBPA coupling cs 1, CXXC DNA block 9%, TRPV1 agonist 12, hERG WT inh -1 and AT treatment 0%.
For O=C(CN1C(=O)NC2(CCCC2)C1=O)OCc1cc(=O)n2cc(Br)ccc2n1 the results were KCNH2 3.1 inh -10, ASM inhibitor -1%, a7 integrin act -6%, GALK inh 0%, FBPA coupling cs 1, CXXC DNA block 0%, hERG WT inh -10 and AT treatment -5%.
`CCOC(=O)C1=C(O)/C(=C\c2cc(C)n(-c3ccc(F)cc3)c2C)N=C1C` gave KCNH2 3.1 inh 4, ASM inhibitor 26%, a7 integrin act -45%[inhibitor], GALK inh -1%, MBNL1-CUG inh 11%, FBPA coupling cs -15, CXXC DNA block -9%, TRPV1 agonist 1, hERG WT inh 0 and AT treatment -3%.
For C=CCNS(=O)(=O)c1ccc(OC)c(C)c1 the results were KCNH2 3.1 inh -4, ASM inhibitor 2%, a7 integrin act inconclusive, GALK inh -1%, MBNL1-CUG inh 0%, FBPA coupling cs 3, CXXC DNA block 4%, TRPV1 agonist 0, hERG WT inh -11 and AT treatment -1%.
O=C(CSc1ncccn1)N1CCC(Cc2ccccc2)CC1 was read as KCNH2 3.1 inh -3, ASM inhibitor -1%, a7 integrin act 7%, GALK inh 5%, MBNL1-CUG inh -7%, FBPA coupling cs 3, CXXC DNA block 1%, TRPV1 agonist 19, hERG WT inh -17 and AT treatment 8%.
Screening CCOc1cc(N2CCOCC2)c(OCC)cc1NC(=O)CN1C(=O)NC(C)(c2ccc(OC)cc2)C1=O (stereo not given) returned KCNH2 3.1 inh 10, ASM inhibitor 3%, a7 integrin act 1% and hERG WT inh 1.
